Screens: PubChem BioAssay, several laboratories
NR2E3 ag-1: NR2E3 agonists in two-hybrid cells, primary screen, cell-based, luminescence, CHO-S, Gal4-NCOR/VP16-NR2E3; Photoreceptor-specific nuclear receptor (Homo sapiens), Q9Y5X4; luciferase; inhibition of corepressor binding, % at 3.98 µM; actives 0.35% (n = 360,000); AID 602229, 2012;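 active = inhibition above the mean of all tested compounds plus 3 SD, cut at about 70% in these data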;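 also: 0% = DMSO with NR2E3 transfected cells and 100% = cells lacking NR2E3 construct; higher means lower luciferase signal from less NR2E3 corepressor binding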
Target sequence (Q9Y5X4 whole entry, looked up, the tested form may be a part): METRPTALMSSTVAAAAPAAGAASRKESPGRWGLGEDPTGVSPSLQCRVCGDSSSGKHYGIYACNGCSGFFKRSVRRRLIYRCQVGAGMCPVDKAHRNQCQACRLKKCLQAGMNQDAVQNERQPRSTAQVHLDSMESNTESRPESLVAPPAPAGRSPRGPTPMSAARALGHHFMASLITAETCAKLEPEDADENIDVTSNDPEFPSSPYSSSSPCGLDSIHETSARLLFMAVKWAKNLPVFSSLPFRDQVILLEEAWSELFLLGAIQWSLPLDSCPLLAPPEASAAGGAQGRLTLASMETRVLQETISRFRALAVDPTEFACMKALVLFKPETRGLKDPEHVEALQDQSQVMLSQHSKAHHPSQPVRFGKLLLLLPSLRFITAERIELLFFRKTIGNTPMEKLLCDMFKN
KKLEB cytotox: cytotoxicity in KKLEB CF airway cells, primary screen, cytotoxicity control for CF NF-kB inhibitor project, cell-based, uHTS, fluorescence assay plates; KKLEB CF airway cells viability, ATPlite luminescence, overnight; active compounds read low; cells stimulated with P. aeruginosa culture filtrate; activity change (cytotoxicity), % at 5 µM; actives 0.36% (n = 360,000); AID 602141, 2011;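 active = corrected activity change at or below -50% at 5 µM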
Peg3 promoter: Peg3 promoter-driven luciferase inhibitors, primary screen, cell-based, HeLa, luciferase luminescence; inhibition, % at 20 µM; actives 1.7% (n = 360,000); AID 588405, 2011; HeLa PEG-Prom luciferase reporter, overnight;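 active = inhibition of at least 50% at 20 µM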
PDI inh: inhibitors of human PDI, primary screen, biochemical, turbidity, single point, plate reader. actives 0.052% (n = 350,000). PDI insulin aggregation turbidity, A650, 90 min. inhibition, % at 10 µM. Protein disulfide-isomerase (Homo sapiens), P07237;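 active = mean inhibition across replicates of 30% or more, whatever share of single replicates reach that level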;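 also: absorbance from insulin aggregation driven by PDI reduction with DTT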
Target sequence (P07237 whole entry, looked up): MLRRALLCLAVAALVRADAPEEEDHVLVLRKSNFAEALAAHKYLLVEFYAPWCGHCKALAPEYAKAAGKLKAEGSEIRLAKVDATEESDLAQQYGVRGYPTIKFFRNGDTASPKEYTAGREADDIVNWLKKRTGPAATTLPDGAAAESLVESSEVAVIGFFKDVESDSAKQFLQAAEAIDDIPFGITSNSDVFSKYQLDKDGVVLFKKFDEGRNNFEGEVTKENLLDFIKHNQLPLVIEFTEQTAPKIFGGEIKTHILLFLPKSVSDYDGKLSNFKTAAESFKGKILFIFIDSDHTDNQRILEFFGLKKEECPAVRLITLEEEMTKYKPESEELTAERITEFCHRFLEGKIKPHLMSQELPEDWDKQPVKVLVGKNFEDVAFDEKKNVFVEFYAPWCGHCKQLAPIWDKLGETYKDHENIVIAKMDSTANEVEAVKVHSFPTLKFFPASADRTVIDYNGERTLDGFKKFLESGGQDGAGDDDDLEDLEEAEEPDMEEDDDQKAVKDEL
HIF-2a inh: HIF-2a reporter inhibitors, primary screen, luminescence, 786-0 RCC cells; 786-0 RCC cells HIF-2a reporter, luciferase luminescence, overnight; inhibition, % at 18.8 µM; actives 0.72% (n = 360,000);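 active = inhibition of the luminescence signal of 40% or more relative to plate controls, in a single-dose primary screen at 18.75 µM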
Vif inh: HIV Vif self-association inhibitors, primary screen, imaging, HEK293T, single point; HEK293T cells, Vif self-association by quenched fluorescence, 24 h; inhibition, % at 7.49 µM; actives 0.35% (n = 340,000); AID 602346, 2012; in the data active = inhibition above about 50%, passing the limit was not always enough; also: some results filed as inactive read as strong as hits
CF NFkB block: inhibitors of PAF-induced NF-kB signaling, primary screen, cell-based, GFP fluorescence, uHTS; KKLEB NF-kB-GFP reporter, GFP fluorescence overnight; inhibition, % at 5 µM; actives 0.86% (n = 360,000); AID 588850, 2011;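 active = at least 50% inhibition at 5 µM, scaled per plate between neutral and stimulator controls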;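 also: PAF is a Pseudomonas aeruginosa culture filtrate used as stimulus; plate controls were PAF-stimulated DMSO wells for no effect and unstimulated DMSO wells for full effect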
TRPM1 prom inh: inhibitors of MITF-dependent TRPM1 promoter reporter, primary screen, cell-based, SK-MEL-5, single point, luciferase | actives 0.83% (n = 330,000) | inhibition, % at 12.5 µM | SK-MEL-5 TRPM1 promoter luciferase, 24 h;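 active = mean inhibition across replicates of 60% or more, whatever share of single replicates reaches that level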; also: values of inactives mirror those of a sister screen read the other way
NR2E3 ag-2: inhibitors of NR2E3-RetCOR corepressor binding, primary screen, NR2E3 agonist project, biochemical, TR-FRET, GST-NR2E3, biotin-RetCOR; actives 0.12% (n = 320,000); Photoreceptor-specific nuclear receptor (Homo sapiens), Q9Y5X4; AID 2300, 2010; inhibition of corepressor binding, % at 4.78 µM; 1536-well;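 active = percent inhibition above the cutoff of mean plus 3 SD of all tested compounds, set per screening campaign, cut at about 20% in these data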;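 also: 0% = DMSO wells and 100% = biotin wells as full block of FRET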
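Material: NR2E3–RetCOR corepressor complex | Quantity: 1.35 nM GST-tagged NR2E3 final | Schedule: 5 h at 4 °C | Replication: Singlicate compound wells | Reagent: RetCOR corepressor, biotinylated, 7 nM | Controls: Biotin wells as high control, 0.6% DMSO wells as low control | Signal: TR-FRET, Eu(K)-anti-GST donor, streptavidin-D2 acceptor, ex 340, em 617/671 nm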
Shn3 inh set2: reduction of Shn3 3'UTR firefly luciferase signal, primary screen, Schnurri-3 inhibitor project, cell-based, Clone20 osteoblasts, set 2; Clone20 osteoblast Shn3 3'UTR firefly luciferase, 24 h; inhibition, % at 12.5 µM; actives 0.52% (n = 360,000);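 active = mean inhibition of at least 75% with every replicate also reaching 75%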;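 also: 0% = median of neutral control wells and 100% = pilot-screen positive control compound; some compounds past the cut are filed as inactive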
CaV13 FRET inh: Disruptors of the CACNA1D IQ motif to Ca2+-dependent inactivation inhibitor domain association, primary screening, Förster resonance energy transfer in intact living …; actives 0.098% (n = 340,000); HEK cells, CFP/YFP FRET ICDI-IQ, plate reader, 10 min; percent FRET-ratio fall versus neutral wells; inhibition, % at 12.3 µM; AID 743397;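 active = mean replicate inhibition of at least 30% and at least 1% of replicates passing that level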;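 also: 0% = median of the neutral control wells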
An asterisk follows results filed as active; . = no result given.

A first look:
canonical_smiles | NR2E3 ag-1 | KKLEB cytotox | Peg3 promoter | PDI inh | HIF-2a inh | Vif inh | CF NFkB block | TRPM1 prom inh | NR2E3 ag-2 | Shn3 inh set2 | CaV13 FRET inh
CC(C)(C)C(=O)Nc1nnc(SCC(=O)NC2CCCCC2)s1 | 0.5 | -7.8 | -10.1 | 4.1 | 14.1 | -2.1 | 3.6 | -1.8 | 4.0 | 6.1 | -5.3
Cc1cc(C)n(CC(=O)NNC(=O)COc2ccc(Cl)cc2Cl)n1 | 7.2 | 9.6 | -5.3 | 15.3 | 10.3 | -0.8 | -11.5 | 6.5 | 0.4 | -19.6 | -7.4

Results, previewed entries included:
canonical_smiles | NR2E3 ag-1 | KKLEB cytotox | Peg3 promoter | PDI inh | HIF-2a inh | Vif inh | CF NFkB block | TRPM1 prom inh | NR2E3 ag-2 | Shn3 inh set2 | CaV13 FRET inh
CC(C)(C)C(=O)Nc1nnc(SCC(=O)NC2CCCCC2)s1 | 0.5 | -7.8 | -10.1 | 4.1 | 14.1 | -2.1 | 3.6 | -1.8 | 4.0 | 6.1 | -5.3
Cc1cc(C)n(CC(=O)NNC(=O)COc2ccc(Cl)cc2Cl)n1 | 7.2 | 9.6 | -5.3 | 15.3 | 10.3 | -0.8 | -11.5 | 6.5 | 0.4 | -19.6 | -7.4
Cc1cc(C)nc(N(C#N)Cc2cccc([N+](=O)[O-])c2)n1 | 8.7 | 4.3 | 11.8 | 11.2 | 14.6 | -3.7 | -12.1 | 1.3 | 1.2 | -9.1 | -5.5
CCN1C(=O)C(O)(CC(=O)c2ccccn2)c2ccccc21 (configuration not stated) | -7.4 | -8.6 | 6.4 | -3.8 | 8.1 | -8.5 | 4.7 | 0.6 | -1.4 | -5.9 | -5.4
CC1(C(=O)Nc2ccc(F)cc2F)CCN1C(=O)Cc1ccccc1 (configuration not stated) | 8.1 | -5.1 | -8.0 | -2.0 | 7.9 | . | 5.3 | . | . | -19.6 | -10.6
Cc1nc2ccccc2nc(C)c1=NOCc1cccc(F)c1 | -141.4 | -9.0 | 23.5 | 0.9 | -13.3 | -3.4 | -4.2 | 7.1 | -3.5 | 7.7 | -7.1
O=C(COc1ccccc1)N1c2ccccc2Sc2ccccc21 | -2.7 | 1.8 | -56.6 | -8.1 | -2.9 | 2.9 | 12.2 | 6.2 | -3.2 | -28.2 | -2.9
C=CCNC(=O)c1c(CSc2ccc(F)cc2)noc1C(=O)NCCC | -9.8 | -1.8 | 3.0 | -5.2 | 5.4 | -0.8 | 15.7 | 2.3 | 1.8 | 6.0 | -8.6
CC(=O)c1c(C)[nH]c(C(=O)OCC(=O)N2CCN(c3ccccc3)CC2)c1C | -12.4 | 13.2 | -2.0 | -5.3 | 8.1 | . | 8.9 | . | . | -27.1 | -5.4
COc1ccc2c(CC(=O)N3CCc4ccccc43)coc2c1 | -120.8 | -12.6 | -308.8 | -7.5 | -296.6 | -1.4 | 12.3 | -107.2 | 1.7 | -53.9 | -2.9
Cc1[nH]c(C)c(S(=O)(=O)N2CCc3ccccc32)c1C(=O)N1CCCCC1 | -7.8 | 1.5 | 3.4 | -0.8 | 11.6 | -5.4 | 15.7 | -1.2 | 0.1 | 2.8 | -16.0
COc1cccc(C(=O)NCc2n[nH]c(=S)n2-c2cccc(C)c2)c1 | -19.3 | 10.2 | 16.8 | -10.7 | 17.1 | 19.6 | -0.7 | 4.4 | 1.3 | -2.4 | -7.3
CCOC(=O)C1CN(S(=O)(=O)c2ccc(OC)cc2)c2cc(CC(=O)OC)ccc2O1 (configuration not stated) | -2.7 | -1.5 | 0.7 | 6.4 | 0.0 | -0.7 | 10.4 | -5.8 | 2.0 | 0.9 | -4.4
O=C(CN1C(=O)C(=O)N(Cc2ccccc2)C1=O)Nc1ccc(F)c(Cl)c1 | -7.8 | 8.6 | 10.1 | -7.8 | 14.5 | -6.4 | -14.6 | 9.1 | -1.0 | -7.9 | 0.3
CCN(CC(=O)Nc1ccc(NC(C)=O)cc1)CC(=O)Nc1ccc(F)c(Cl)c1 | -2.0 | 3.4 | 16.7 | 9.2 | 13.5 | -1.6 | -7.1 | -5.2 | -1.9 | -10.2 | 3.8
S=C(Nc1ccc(Cl)cc1)c1nc2ccccc2[nH]1 | -118.6 | -22.6 | -189.1 | -14.8 | -201.2 | 1.2 | -34.3 | -13.7 | -1.4 | -11.4 | -5.5
O=C(NCc1ccccc1)/C(=C/c1ccco1)NC(=O)c1ccco1 | -23.2 | 9.9 | 1.9 | -1.3 | 14.7 | 2.5 | -0.7 | 1.7 | -4.0 | 15.5 | -3.6
O=C1CC(c2ccc(Cl)cc2)n2nc(N3C(=O)c4ccccc4C3=O)nc2N1 (configuration not stated) | -8.9 | -7.6 | -6.0 | 5.8 | 18.9 | 3.8 | -10.3 | -4.1 | 0.8 | 12.4 | .
O=C(c1cc(Br)c[nH]1)N1CCCCC1 | -10.0 | 6.5 | -16.3 | -9.4 | -0.6 | 5.2 | 3.0 | -4.7 | 2.6 | 5.4 | -18.7
COC(=O)[C@]1(C)N[C@H](c2ccc(-c3ccc(OC)cc3)cc2)[C@@H]2C(=O)N(C)C(=O)[C@@H]21 | 19.4 | -5.2 | -9.6 | -5.6 | -6.3 | 15.3 | -23.0 | -1.7 | . | -23.0 | -10.5
COc1ccc(C(=O)NC(C)Cc2c[nH]c3ccccc23)cc1 (configuration not stated) | -14.5 | 9.5 | -131.2 | -0.2 | -157.1 | 0.7 | -23.7 | . | . | -26.5 | -4.9
O=C(c1ccccc1S(=O)(=O)NCc1ccccc1)N1CCCC1 | -17.1 | 7.7 | 5.5 | -7.8 | 10.5 | -6.1 | -29.6 | -2.8 | 3.0 | -5.3 | -4.9
Cc1c(C(=O)N2CCc3ccccc3C2)oc2ccc(S(=O)(=O)N3CC(C)CC(C)C3)cc12 (configuration not stated) | -0.7 | 9.9 | 22.6 | -3.7 | 17.6 | 4.4 | -1.2 | 23.6 | -2.2 | 19.7 | -14.8
CCOCCCN(C)C1CCN(C(=O)c2oc3ccccc3c2NC(=O)COc2cccc(C)c2)CC1 | 4.1 | -11.3 | -8.3 | 3.9 | 1.1 | -4.8 | 32.8 | -14.7 | 0.9 | -3.7 | -6.8
COc1cccc(NC(=O)Nc2nnc([C@@H]3C[C@H](O)[C@@H](CO)O3)s2)c1 | -5.4 | 6.6 | 0.0 | 3.8 | -7.1 | . | 2.9 | . | . | -26.7 | -6.0
Cc1c(C(=O)N2CCN(c3ccc([N+](=O)[O-])cc3)CC2)oc2ccccc12 | -4.6 | 4.3 | 24.1 | 6.0 | 0.7 | -2.7 | 10.7 | 3.8 | -0.7 | 12.3 | -5.9
O=C(CCCCl)NC(=S)Nc1ccc(N2CCOCC2)cc1 | -40.3 | -17.0 | -181.4 | 2.0 | -193.6 | -0.2 | 13.0 | -71.0 | 4.4 | -60.2 | -2.2
CCCCn1c(=S)[nH]c2ccccc2c1=O | -3.1 | 8.2 | 12.1 | -18.8 | 13.8 | -6.9 | -7.2 | 0.1 | -1.6 | 14.5 | -19.5
COCC(=O)Nc1ccc([N+](=O)[O-])cc1OC | -37.3 | 9.1 | 1.9 | -3.3 | 7.7 | -1.3 | 2.8 | -1.6 | 6.0 | 1.3 | -3.3
O=C(NCCO)c1cc([N+](=O)[O-])cc2c1C=Cc1ccccc1O2 | -13.2 | -8.0 | 5.8 | 4.6 | 1.9 | 4.4 | 6.9 | -3.3 | 5.5 | -6.7 | -2.1
CCCCNc1ccc2c(c1)C1CC2CCN1C(=O)OCc1ccccc1 (configuration not stated) | -161.3 | 0.0 | -346.3 | -0.7 | -234.6 | -0.6 | 13.3 | -122.0 | . | -61.5 | -10.1
CCS(=O)(=O)c1ccc2c(c1)N(S(=O)(=O)c1ccc(C)cc1)CC(C(=O)O)O2 (configuration not stated) | 11.5 | 12.7 | 8.8 | 2.8 | 9.5 | -15.6 | 10.6 | -6.5 | 3.6 | -26.0 | -3.0
O=C1C2CC=C(Cl)CC2C(=O)N1CC1OCCc2ccccc21 (configuration not stated) | -26.9 | 3.0 | -5.3 | -3.3 | 14.2 | 8.2 | -1.1 | 6.6 | 1.5 | -3.4 | -3.8
c1ccc2c(-c3ccc(OCCN4CCCCC4)cc3)c(-c3ccsc3)sc2c1 | 4.1 | -26.6 | 46.4 | 16.4 | 9.8 | 5.7 | 22.8 | -16.7 | . | -19.8 | -9.3
O=C(Nc1nc2ccccc2[nH]1)c1cccc(F)c1 | -160.4 | -6.0 | -130.1 | -7.0 | -133.8 | 7.3 | -8.4 | -4.0 | 2.4 | -20.0 | -2.2
COc1cccc(NC(=O)CNC(=O)c2cccs2)c1 | -22.9 | -5.3 | -89.7 | 6.8 | -90.7 | -3.6 | -3.6 | -23.4 | 2.6 | -22.9 | .
C=CCSc1nc(C)c(CCCC)c(=O)[nH]1 | 0.3 | 9.0 | -2.5 | 9.3 | 8.3 | 1.1 | -1.6 | -1.1 | 2.7 | 1.0 | 0.8
C[C@H]1CN([C@@H](C)CO)C(=O)CCCn2cc(nn2)CO[C@@H]1CN(C)C(=O)OCc1ccccc1 | -10.7 | -6.1 | 1.7 | . | 3.4 | . | -1.6 | . | . | 3.7 | .
COc1cccc(C(=O)Nc2ccc(C(=O)O)cc2)c1 | 21.2 | -2.7 | 9.6 | -8.5 | 16.4 | -2.5 | 5.9 | -9.5 | -5.6 | -14.7 | -5.7
N=c1c(C(=O)NCC2CCCO2)cc2c(=O)n3ccccc3nc2n1Cc1ccc(F)cc1 (configuration not stated) | -9.8 | 7.6 | -8.7 | -1.2 | 6.0 | 4.5 | -21.6 | -2.2 | -1.9 | 9.0 | 14.9
O=C(O)C1CCC(Cn2c(SCc3cc(=O)n4cc(Cl)ccc4n3)nc3ccsc3c2=O)CC1 (configuration not stated) | 1.6 | 0.4 | 22.3 | 1.3 | 19.7 | 8.1 | -5.4 | -6.9 | 1.6 | -4.2 | -1.6
CCCc1cc(=O)[nH]c(SCC(=O)N(C)CC(=O)Nc2ccccc2CC)n1 | 3.3 | 17.0 | 1.2 | -9.8 | 15.2 | 3.6 | -3.4 | -0.9 | 3.2 | 5.5 | -3.2
